# High-throughput results as filed in PubChem BioAssay.
# BRCA1 expr act – increases BRCA1 expression. Potency, µM (doses to about 46.1 µM), for the others: at the highest dose activation, hits mostly activators. actives 1.1% (n = 380,000). MCF7-BRCA1-FFLuc reporter, luminescence, 48 h; response scale: scaled: vehicle 0%, 10 µM genistein 100%; also: potency is read from the fitted curve at half-maximal effect; nearly all actives have a fitted effect of over 80% in size; some results filed as inactive show a strong effect at the top dose
#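 Compounds are tested at multiple concentrations on MCF7 BRCA1-luciferase reporter cells seeded at 2000 per well; after 48 h, a single luminescence end-point is taken and curves fitted to the normalized data.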
# p53 reactivator – restores transcriptional activity of mutant p53; actives 0.063% (n = 320,000); Potency, µM (doses to about 92.2 µM), for the others: at the top dose activity change, positive = activation, most hits filed as activators; H1299 p53-A138V BP100-luciferase reporter, luminescence, 24 h; also: potency is read from the fitted curve at half-maximal effect; % of control where 0% means no effect; nearly all actives have a fitted effect of over 45% in size
#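 H1299 (p53-null), stable ts p53-A138V + BP100-Luc; 1000 cells/well, Opti-MEM/10% FBS; cpd 4 pt, 1:5; 24 h, 37 deg C, 5% CO2; detection reagent 10 min RT; luminescence.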
# Rab9 promoter act – activators of Rab9 promoter. actives 2.8% (n = 320,000). AID 485297. Potency, µM (highest dose often 9.22 µM), for the others: at the top dose activation, negative = inhibition, usual class: activators. Huh7 Rab9 promoter-luciferase reporter, luminescence, 24 h; also: potency is read from the fitted curve at half-maximal effect; % of control where 0% means no effect; nearly all actives have a fitted effect of over 60% in size
#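 Steps: seed 1500 Huh7 Rab9-luc cells per well, rest 2 h at 37 °C; add compound in DMSO; incubate 24 h; add luciferase reagent, 10 min ambient; read luminescence.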
# Gal4-VP16 FLuc – Gal4-VP16 reporter inhibition counter-screen | Drosophila S2 Gal4-VP16 UAS-luciferase, luminescence, 20 h | Potency, µM (titrated, usually from 53.6 µM), for the others: at the top dose activity, negative = inhibition, usual class: inhibitors | actives 3.5% (n = 310,000) | AID 2546;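 also: Gal4-VP16 expression switched on by copper sulfate through the metallothionein promoter; potency is read from the fitted curve at half-maximal effect; % is scaled to controls: 0 for no effect and ±100 for the full control effect; nearly all actives have a fitted effect of over 50% in size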
# PKM2 act – activators of human pyruvate kinase M2; purified PKM2, Kinase-Glo ATP luminescence, activation; response scale: 0% is enzyme alone, no compound; Potency, µM (series often up to 57.5 µM), without a hit: at the top dose activation, usual class: activators; actives 0.34% (n = 260,000); also: potency is read from the fitted curve at half-maximal effect; % is scaled to controls: 0 for no effect and ±100 for the full control effect; nearly all actives have a fitted effect of over 55% in size
#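 ATP formation by purified human PK-M2, quantified via coupled luciferase luminescence after 1 h at room temperature with 0.1 mM ADP and 0.5 mM PEP final.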
# Giardia kill – Giardia lamblia killing | Giardia lamblia trophozoite viability | activity change, % at 7.66 µM, hits read low | actives 0.15% (n = 340,000); in the data active = activity change below about -80%; inconclusive = between about -30% and that limit;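 also: parasites exposed to compound for two days anaerobically before the ATP read; % is scaled to controls: 0 for no effect and ±100 for the full control effect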
#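 Luminescence from cellular ATP indicates surviving trophozoites (100 cells/well) following 48 hrs anaerobic compound treatment at 37 deg C; signal develops 15-30 min at room temperature.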
# FLuc modulator – inhibits or activates purified firefly luciferase, miR-21 counter-screen; P08659; purified FLuc, Km substrates, luminescence inhibition; actives 6.9% (n = 360,000); Potency, µM (titrated, usually from 57.5 µM), for inactives: top-dose activity change, negative = inhibition, actives largely listed as inhibitors;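 also: potency is read from the fitted curve at half-maximal effect; plate controls were vehicle for no effect and reference inhibitor for full effect; nearly all actives have a fitted effect of over 55% in size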
# Target sequence (P08659 whole entry, looked up): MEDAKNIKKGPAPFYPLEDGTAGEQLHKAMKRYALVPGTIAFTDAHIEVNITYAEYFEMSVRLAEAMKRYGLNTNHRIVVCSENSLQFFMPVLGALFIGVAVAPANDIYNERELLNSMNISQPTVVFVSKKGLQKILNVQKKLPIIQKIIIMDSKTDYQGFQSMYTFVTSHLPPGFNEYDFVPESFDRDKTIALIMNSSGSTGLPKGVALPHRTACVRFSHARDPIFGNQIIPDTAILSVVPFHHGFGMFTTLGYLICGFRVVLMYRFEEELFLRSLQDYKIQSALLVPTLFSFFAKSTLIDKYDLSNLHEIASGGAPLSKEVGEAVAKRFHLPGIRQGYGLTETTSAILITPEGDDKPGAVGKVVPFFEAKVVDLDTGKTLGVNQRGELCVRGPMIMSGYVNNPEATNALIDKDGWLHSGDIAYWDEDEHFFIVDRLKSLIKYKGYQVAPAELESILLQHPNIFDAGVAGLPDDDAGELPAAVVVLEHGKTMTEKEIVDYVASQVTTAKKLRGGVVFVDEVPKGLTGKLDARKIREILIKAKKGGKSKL
#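 Purified P. pyralis luciferase (10nM final) with 10uM D-luciferin and 10uM ATP (Km levels) in 50mM Tris acetate pH 7.5, 10mM Mg acetate, 0.01% Tween-20, 0.05% BSA; qHTS 6-point titration, ~60 µM downward; luminescence read.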
# Menin MLL FP TR – displaces Texas Red mutant MLL peptide from human menin; O00255; Menin + Texas Red MLL mutant peptide, fluorescence polarization; Potency, µM (titrated, usually from 61.6 µM), without a hit: at the highest dose FP activity change, negative = inhibition, hits mostly inhibitors; actives 0.23% (n = 270,000); AID 1768; active = well fitted inhibition curve with a large enough effect in the polarisation, with a control signal flat, not every such curve was filed as active; inconclusive = small, poorly fitted or top-dose-only effect, or effect the other way, or a change in a side signal; inactive = no such curve, though single readings can be large or run the other way; the % refers to the polarisation; also: potency is read from the fitted curve at half-maximal effect; % of control where 0% means no effect; many of its hits are not listed in these tables
# RORgamma inh – blocks mouse ROR gamma transcriptional activity; P51450; Drosophila S2 Gal4-RORgamma UAS-luciferase reporter, 20 h; Potency, µM (top dose mostly 53.6 µM), without a hit: at the top dose activity change, negative = inhibition, usual class: inhibitors; actives 5.4% (n = 310,000); AID 2551; also: potency is read from the fitted curve at half-maximal effect; % is scaled to controls: 0 for no effect and ±100 for the full control effect; nearly all actives have a fitted effect of over 60% in size
# Target sequence (P51450 whole entry, looked up, the tested form may be a part): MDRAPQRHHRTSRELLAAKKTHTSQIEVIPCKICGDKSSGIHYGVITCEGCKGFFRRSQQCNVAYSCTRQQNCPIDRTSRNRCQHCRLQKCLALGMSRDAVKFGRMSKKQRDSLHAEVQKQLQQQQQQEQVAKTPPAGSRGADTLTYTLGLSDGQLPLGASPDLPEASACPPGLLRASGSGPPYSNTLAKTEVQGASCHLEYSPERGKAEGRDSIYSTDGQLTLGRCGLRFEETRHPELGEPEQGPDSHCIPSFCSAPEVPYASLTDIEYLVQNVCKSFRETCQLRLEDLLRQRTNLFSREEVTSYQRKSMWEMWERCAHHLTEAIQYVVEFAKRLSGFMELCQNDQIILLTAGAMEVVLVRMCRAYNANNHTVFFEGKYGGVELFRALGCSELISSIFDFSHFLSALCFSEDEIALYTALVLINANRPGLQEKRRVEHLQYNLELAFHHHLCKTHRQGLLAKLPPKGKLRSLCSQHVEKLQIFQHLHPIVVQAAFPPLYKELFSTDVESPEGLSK
#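 Read-out: Photinus luciferase luminescence; inhibitors lower reporter signal. Insect Schneider cells with Gal4-ROR gamma fusion under metallothionein promoter, UAS reporter; 700 uM final copper sulfate induction, 20 hr, ambient temperature.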
# NPC1 promoter act – activators of NPC1 promoter | actives 2.4% (n = 320,000) | Huh7 NPC1 promoter luciferase reporter, 24 h | Potency, µM (titrated, usually from 9.22 µM), without a hit: at the highest dose activation, usual class: activators;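 also: potency is read from the fitted curve at half-maximal effect; % of control where 0% means no effect; nearly all actives have a fitted effect of over 60% in size; reporter is driven by a mutant NPC1 promoter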
#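 Luminescence from an NPC1 promoter-driven luciferase reporter in stably transfected Huh7 cells was measured after 24 h compound treatment at 37 °C, followed by 10 min ambient incubation with luciferase detection reagent.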
# ELG1 genotoxic – genotoxicity induction in ELG1-luciferase HEK293T cells; HEK293T ELG1-luciferase reporter, luminescence, 16 h; Potency, µM (series often up to 46 µM), for inactives: at the highest dose activity change, positive = activation, usual class: activators; AID 504466; actives 1.3% (n = 330,000); also: potency is read from the fitted curve at half-maximal effect; % of control where 0% means no effect; nearly all actives have a fitted effect of over 60% in size
#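 Reporter readout depends on ELG1 protein level, which increases with genetic stress. After 16 hr compound exposure at 37 °C, luciferase activity was quantified using ONE-Glo.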
# The depositor's hits bear a star; ? = inconclusive; nt = not tested or not shown; [ ] = remark or other dose. Unless noted, calls follow the shape of the dose curve; as a rule, active = well fitted curve in the direction sought with a large enough effect; inconclusive = small, poorly fitted or top-dose-only effect, or another doubt; inactive = no such curve, though single readings can be large; an effect the other way counts as inactive or inconclusive.
SMILES,BRCA1 expr act,p53 reactivator,Rab9 promoter act,Gal4-VP16 FLuc,PKM2 act,Giardia kill,FLuc modulator,Menin MLL FP TR,RORgamma inh,NPC1 promoter act,ELG1 genotoxic
Cc1ccc2cc(C)c3nnc(SCC(=O)N4CCCc5ccccc54)n3c2c1C,nt,-14%,0%,?,7%,nt,-1%,-14%,?,-1%,-4%
O=S(=O)(Cc1ccccc1)NCc1ccccn1,-4%,-2%,0%,7%,-1%,14,3%[2.3 µM],-4%,?,0%,0%
CSc1cccc(CN2CCC(n3nccc3NC(=O)C3CC3)CC2)c1,-5%,-5%,1%,3%,nt,-16,6%,nt,-1%,1%,0%
Cc1nc2nc(-c3ccc(Cl)cc3)cn2nc1C,116%,?,0.35µM*,?,-9%,-16,1.1µM*,nt,15%,?,?
O=C(/C=C/c1ccco1)NCCc1ccc(F)cc1,96%,17%,17%,-21%,nt,6,?,2%,-17%,25%,15%
CCOc1ccc(-c2nnn(CC#N)n2)cc1OC,-24%,8%,-7%,-6%,-2%,4,0%,0%,20%,-2%,1%
N#Cc1ccccc1S(=O)(=O)N1CCN(C(=O)C2CCC2)CC1,-8%,-3%,-5%,nt,nt,5,-1%,nt,nt,-1%,5%
O=[N+]([O-])c1cc2c(cc1/C=N/n1c(-c3ccccc3)n[nH]c1=S)OCO2,-23%,21%,-1%,?,10%,8,-19%,?,5.6µM*,0%,0%
COc1ccc(NC(=O)Cc2cccc3ccccc23)cc1,36%,nt,0%,nt,5%,?,?,15%,nt,0%,3%
Cc1cccc(C)c1NC(=O)CNC(=O)C(Cc1ccccc1)NC(=O)c1ccccc1 (configuration not stated),17%,13%,0%,-1%,-8%,6,3%,nt,6%,-3%,1%
CC(=O)OCC(=O)Nc1cc(S(=O)(=O)N2CCCCCC2)ccc1Cl,0%,-4%,-4%,5%,0%,-20,5%,-12%,2%,-4%,0%
Cc1ccc(SC(C)C(=O)O/N=C(\N)c2ccncc2)cc1 (configuration not stated),5%,28%,5%,-14%,-4%,-8,-3%,nt,8%,-2%,-2%
COc1ccc(C(=O)NC(=S)N2CCCCC2)cc1[N+](=O)[O-],-30%,2%,1%,1.3µM*,1%,-28,-3%,-7%,0.89µM*,-2%,-3%
CC(C)C[C@@H]1NC(=O)[C@H](Cc2ccc(O)cc2)NC(=O)c2cc([N+](=O)[O-])cc(I)c2NCCC[C@@H](C(N)=O)NC1=O,-6%,1%,0%,0%,3%,3,5%,29%,-2%,-5%,2%
COc1ccc(C)cc1-n1c(SCC(=O)Nc2cc(C)on2)nc2ccccc2c1=O,-13%,-6%,-4%,1%[10 µM],7%,-6,5%,-10%,-19%,-2%,-9%
O=C(Nc1ccccc1N1CCOCC1)c1cccs1,3%,-6%,-4%,-12%,-2%,1,-1%,10%,39%,-2%,0%
CCOC(=O)/C(=N\Nc1ccccc1Cl)N1CCN(c2ccccc2OC)CC1,1%,3%,-1%,-6%,0%,10,5%,-29%,-1%,0%,-7%
CCOC(=O)c1oc2c(CN3CCN(C)CC3)c(O)ccc2c(=O)c1-c1ccc(Br)cc1,6%,6%,-6%,-5%,-4%,21,-5%,0%,20%,1%,1%
COc1ccc(C(=O)Nc2ccc3c(c2)n(C)c(=O)n3C)cc1OC,-48%,nt,0%,nt,-3%,-5,3%,9%,nt,-7%,?
CCCCCCCCCC[N+](C)(C)CC/C=C1/c2ccccc2Sc2ccc(Cl)cc21,-66%,7%,-1%,-1%,nt,9,1%,?,32%,-2%,-6%
O=[N+]([O-])c1cccc(/C([O-])=C(/C(=S)Nc2ccccc2F)[n+]2ccccc2)c1,-45%,10%,9%,3%,6%,13,-14%,?,13µM*,9%,8%
COC(=O)[C@@]1(Cc2ccc(OC)cc2)[C@H]2c3cc(C(=O)N4CCCC4)n(CCc4ccc(OC)c(Br)c4)c3C[C@H]2CN1C(=O)c1ccccc1,-20%,nt,nt,2%,0%,nt,nt,3%,8%,nt,nt
Cn1c(SCC(=O)c2ccc(F)cc2)nnc1-c1ccccn1,31%,11%,?,-10%,0%,-8,?,nt,-12%,?,17%
COC(=O)C1=C(C(=O)c2ccccc2)C(c2ccc(O)c(OC)c2)n2nnnc2N1 (configuration not stated),20%,13%,1%,-4%,4%,-15,0%,0%,-6%,2%,0%
NNC(=O)c1cnn(Cc2ccccc2)c1N,-4%,6%,-8%,-13%,-3%,0,0%,-3%,-33%,1%,6%
# Further records follow.
SMILES,BRCA1 expr act,p53 reactivator,Rab9 promoter act,Gal4-VP16 FLuc,PKM2 act,Giardia kill,FLuc modulator,Menin MLL FP TR,RORgamma inh,NPC1 promoter act,ELG1 genotoxic
CC[C@]12CCCN3CCc4c(n(c5ccccc45)C(=O)C1)C32 (some centres not stated),-22%,0%,-4%,-4%,-3%,1,-1%,nt,-11%,-1%,1%
CSc1ccc(CN2CCC(CO)(Cc3ccc(Cl)cc3)CC2)cc1,-52%,-2%,-23%,-1%,0%,10,0%,-22%,-23%,-10%,1%
Cc1ccc(C(=O)NCC(=O)OCC(=O)c2ccc3c(c2)OCCO3)cc1C,0%,8%,8%,-2%,0%,9,21µM*,-7%,20%,7%,12%
O=C(Nc1ccc(O)cc1)c1cccc(Oc2ccc([N+](=O)[O-])cc2)c1,-4%,-4%,-2%,-1%,8%,-6,-3%,-3%,-34%,-6%,-9%
Cc1ccc(S(=O)(=O)N(C)C)cc1NC(=O)COC(=O)CNC(=O)C12CC3CC(CC(C3)C1)C2,-15%,6%,0%,nt,nt,-11,3%,nt,nt,0%,2%
CCCCn1c(N)c(N(CCOC)C(=O)c2c(-c3ccccc3)noc2C)c(=O)[nH]c1=O,-12%,4%,-6%,nt,nt,-16,2%,nt,nt,-1%,-4%
COc1ccc(/C=C2\SC(=S)N(CCCC(=O)NNC(=O)c3ccccc3O)C2=O)cc1,-86%,-6%,-38%[inhibitor],1.6µM*,0%,12,-8%,?,0.71µM*,-33%[inhibitor],-16%
CCCOC(=O)c1[nH]c2c(c1C)C(=O)CC(c1cccs1)C2 (configuration not stated),-72%,7%,-15%,1%,-3%,-25,0%,-1%,11%,-3%,?
O=C(CN1CC(c2ccccc2)CC1=O)Nc1ccc2c(c1)OCO2 (configuration not stated),24%,3%,-3%,-4%,0%,23,-3%,4%,1%,-4%,1%
Cc1ccccc1NC(=S)N1CCCN(Cc2ccc(F)cc2)C1,-16%,6%,-26%,-20%[10 µM],13%,-16,1%,-19%,29%,-2%,-17%
Cc1c(Cl)c([N+](=O)[O-])nn1Cc1ccc(C(=O)N/N=C\c2cc(Cl)ccc2O)o1,-86%,17%,-19%,11µM*,-3%,-7,?,?,5µM*,-9%,5%
CCCn1c(=O)c(C(=O)NNC(=O)c2ccccc2[N+](=O)[O-])c(O)c2ccccc21,nt,-7%,17%,?,1%,nt,3%,nt,?,-4%,-7%
C=CCSC1=Nc2sccc2C2=NC(=O)CN12,-10%,5%,0%,-3%,13%,0,3%,30%,-18%,-2%,0%
Cc1cc(C)c(S(=O)(=O)NCc2nc3nc(C)cc(C)n3n2)c(C)c1,-13%,nt,3%,-4%,-10%,4,3%,0%,-5%,1%,0%

# Filtered by structure, the entries above containing a cyano group
SMILES,BRCA1 expr act,p53 reactivator,Rab9 promoter act,Gal4-VP16 FLuc,PKM2 act,Giardia kill,FLuc modulator,Menin MLL FP TR,RORgamma inh,NPC1 promoter act,ELG1 genotoxic
CCOc1ccc(-c2nnn(CC#N)n2)cc1OC,-24%,8%,-7%,-6%,-2%,4,0%,0%,20%,-2%,1%
N#Cc1ccccc1S(=O)(=O)N1CCN(C(=O)C2CCC2)CC1,-8%,-3%,-5%,nt,nt,5,-1%,nt,nt,-1%,5%

# In the list so far, two contain two or more sulfur atoms:
SMILES,BRCA1 expr act,p53 reactivator,Rab9 promoter act,Gal4-VP16 FLuc,PKM2 act,Giardia kill,FLuc modulator,Menin MLL FP TR,RORgamma inh,NPC1 promoter act,ELG1 genotoxic
COc1ccc(/C=C2\SC(=S)N(CCCC(=O)NNC(=O)c3ccccc3O)C2=O)cc1,-86%,-6%,-38%[inhibitor],1.6µM*,0%,12,-8%,?,0.71µM*,-33%[inhibitor],-16%
C=CCSC1=Nc2sccc2C2=NC(=O)CN12,-10%,5%,0%,-3%,13%,0,3%,30%,-18%,-2%,0%

# The list is partial, so the mix of outcomes need not match the whole.
